# Source: PubChem
# TcdB inh: blocks C. difficile toxin B glycohydrolase activity; TcdB glycohydrolase enzymatic assay, plate reader; inhibition, % at 9.99 µM; actives 0.24% (n = 350,000); AID 652162; in the data active = inhibition above about 10%
# The depositor's hits bear a star. A portion of the library. The share of hits here may be higher or lower than overall.
SMILES,TcdB inh
CC(C)NC(=O)Nc1ccc2c(c1)C(=O)N([C@H](C)CO)C[C@@H](C)[C@H](CN(C)S(C)(=O)=O)OCCCC[C@@H](C)O2,-6.1
C[C@@H]1CCCCO[C@@H](CN(C)S(C)(=O)=O)[C@H](C)CN([C@@H](C)CO)C(=O)c2cc(NC(=O)NC3CCCCC3)ccc2O1,0.3
C[C@@H]1CCCCO[C@@H](CN(C)C(=O)NC2CCCCC2)[C@H](C)CN([C@H](C)CO)C(=O)c2cc(NC(=O)C3CCCCC3)ccc2O1,-0.3
C[C@@H]1CN([C@@H](C)CO)C(=O)CCCn2nncc2CO[C@H]1CN(C)C(=O)CCCN(C)C,-0.1
COc1cccc(S(=O)(=O)N[C@H]2CC[C@@H](CCN)O[C@H]2CO)c1,1.6
N#C[C@H]1[C@H](c2ccccc2C2=CCCCC2)[C@H](CO)N1S(=O)(=O)c1cccc(F)c1,0.7
C[C@H](CO)N1C[C@H](C)[C@H](CN(C)CC2CC2)OCCCC[C@H](C)Oc2ccc(NS(=O)(=O)c3cn(C)cn3)cc2C1=O,-0.7
C[C@@H]1CN([C@H](C)CO)C(=O)c2cc(C#CCc3ccccc3)cnc2O[C@H]1CN(C)C(=O)C1CC1,1.0
O=C(c1cccc(F)c1)N1CCCCN2[C@@H](CO)[C@@H](c3ccc(-c4ccncc4)cc3)[C@@H]2C1,-0.1
COc1cccc(C#Cc2cnc3c(c2)C(=O)N([C@H](C)CO)C[C@@H](C)[C@@H](CN(C)C(=O)C2CCC2)O3)c1,1.6
COc1ccc(NC(=O)N(C)C[C@@H]2OCCCC[C@H](C)Oc3ccc(NC(=O)Nc4ccc(F)cc4)cc3C(=O)N([C@@H](C)CO)C[C@@H]2C)cc1,-1.2
CNC[C@@H]1Oc2ccc(NC(=O)C3CCCCC3)cc2CC(=O)N([C@@H](C)CO)C[C@H]1C,0.5
C[C@@H]1CN([C@@H](C)CO)C(=O)c2c(c3ccccc3n2C)-c2ccccc2CO[C@H]1CN(C)Cc1cccnc1,1.4
C[C@H]1CN([C@@H](C)CO)S(=O)(=O)c2ccc(C#CC3CC3)cc2O[C@@H]1CN(C)C(=O)c1cccc(F)c1,-0.1
O=C(c1ccccc1F)N1C[C@@H]2[C@H](c3ccccc31)[C@H](CO)N2C(=O)C1CCCC1,0.0
COc1ccc(NC(=O)Nc2ccc3c(c2)C(=O)N([C@H](C)CO)C[C@H](C)[C@@H](CN(C)S(=O)(=O)c2cn(C)cn2)O3)cc1,-0.3
Cc1noc(C)c1S(=O)(=O)N(C)C[C@H]1OCc2ccccc2-c2c(n(C)c3ccccc23)C(=O)N([C@@H](C)CO)C[C@@H]1C,0.9
CCC(=O)N1CC(=O)N2[C@H](CO)[C@@H](c3ccc(C#Cc4cccc(F)c4)cc3)[C@H]2C1,1.5
CS(=O)(=O)N1CCCCN2[C@H](CO)[C@@H](c3ccc(Br)cc3)[C@H]2C1,0.4
CCCNC(=O)N1CC(=O)N2[C@H](CO)[C@H](c3ccc(-c4ccc(F)cc4)cc3)[C@@H]2C1,-1.5
CC(C)NC(=O)NC[C@H]1[C@H](c2ccccc2)[C@H](CO)N1C(=O)c1ccccc1,0.0
COC(=O)C[C@H]1CC[C@@H]2[C@H](COc3ccc(NC(=O)Nc4cccc(F)c4)cc3C(=O)N2C)O1,0.7
CCC(=O)N1CCCCN2[C@H](C1)[C@@H](c1ccc(-c3cccc(C(=O)N(C)C)c3)cc1)[C@@H]2CO,0.2
C[C@@H]1CN([C@@H](C)CO)C(=O)c2cccc(NC(=O)c3nc4ccccc4s3)c2O[C@H]1CN(C)CC1CCCCC1,0.4
CCNC(=O)C[C@H]1CC[C@H]2[C@@H](COC[C@@H](O)CN2C(=O)c2cc(Cl)cc(Cl)c2)O1,0.3
Cc1ccc(S(=O)(=O)N(C)C[C@H]2Oc3c(NC(=O)c4ccc(-c5nccs5)cc4)cccc3C(=O)N([C@@H](C)CO)C[C@@H]2C)cc1,0.0
C/C=C/c1ccc2c(c1)O[C@@H](CN(C)C(=O)Nc1cc(F)ccc1F)[C@H](C)CN([C@H](C)CO)S2(=O)=O,-7.0
C[C@H](CO)N1C[C@H](C)[C@@H](CN(C)C(=O)CCCN(C)C)OCCCC[C@H](C)Oc2ccc(NC(=O)Nc3ccc(F)cc3)cc2C1=O,-4.7
CCC(=O)Nc1ccc2c(c1)C(=O)N(C)C[C@H](OC)[C@H](C)CN(C(=O)c1ccncc1)[C@H](C)CO2,-0.7
O=C(Nc1ccccc1F)N1[C@@H]2CNc3ccccc3[C@@H]2[C@@H]1CO,1.1
C[C@@H]1CN([C@@H](C)CO)C(=O)Cc2cc(NC(=O)C3CCCCC3)ccc2O[C@@H]1CN(C)CC1CCCCC1,-13.4
C[C@@H](NC(=O)C[C@H]1C[C@@H]2c3cc(N(C)C)ccc3O[C@@H]2[C@@H](CO)O1)c1ccccc1,-33.4
COc1cccc(-c2ccc3c(c2)[C@@H]2[C@@H](CCN2S(=O)(=O)c2ccccc2OC)[C@H](CO)N3)c1,-1.9
C[C@H](CO)N1C[C@H](C)[C@H](CN(C)S(=O)(=O)c2ccccc2F)Oc2ncc(C#Cc3cccnc3)cc2C1=O,-1.2
O=C(Cc1ccncc1)NCC[C@@H]1CC[C@H](NC(=O)C2CC2)[C@@H](CO)O1,-1.4
Cc1ccc(S(=O)(=O)Nc2ccc3c(c2)C(=O)N([C@@H](C)CO)C[C@@H](C)[C@H](CN(C)C(=O)Nc2ccc(F)cc2)O3)cc1,0.9
C[C@@H]1CN([C@@H](C)CO)C(=O)c2cccc(NC(=O)c3ccc(-c4nccs4)cc3)c2O[C@@H]1CN(C)S(=O)(=O)c1ccccc1,0.2
CC(C)c1cn(CC[C@@H]2CC[C@@H](NS(=O)(=O)c3ccccc3)[C@@H](CO)O2)nn1,0.3
CCCC(=O)Nc1ccc2c(c1)OC[C@H](C)N(Cc1cccc(F)c1)C[C@@H](C)[C@@H](OC)CN(C)C2=O,0.2
O=S(=O)(N[C@H]1CC[C@@H](CCn2cc(-c3cccc(F)c3)nn2)O[C@@H]1CO)c1ccccc1,-0.6
CCN(C[C@@H]1[C@@H](c2ccccc2)[C@@H](CO)N1C(=O)C1CC1)C(=O)NC1CCCC1,-1.8
COc1ccc2c3c(n(C)c2c1)[C@@H](CO)N(C(=O)NC(C)C)CC31CN(C(C)=O)C1,1.3
CO[C@@H]1CN(C)C(=O)c2ccc(NC(=O)C3CC3)cc2OC[C@@H](C)N(CCC(F)(F)F)C[C@@H]1C,-0.4
COc1ccc(S(=O)(=O)N[C@@H]2C=C[C@@H](CC(=O)N3CCc4ccccc4C3)O[C@H]2CO)cc1,-0.4
COC(=O)N(C)C[C@H]1OCc2ccccc2-c2c(n(C)c3ccccc23)C(=O)N([C@@H](C)CO)C[C@@H]1C,0.7

# Some of these compounds in order of molar mass, ascending:
SMILES,TcdB inh
O=C(Cc1ccncc1)NCC[C@@H]1CC[C@H](NC(=O)C2CC2)[C@@H](CO)O1,-1.4
CCN(C[C@@H]1[C@@H](c2ccccc2)[C@@H](CO)N1C(=O)C1CC1)C(=O)NC1CCCC1,-1.8
CC(C)c1cn(CC[C@@H]2CC[C@@H](NS(=O)(=O)c3ccccc3)[C@@H](CO)O2)nn1,0.3
C[C@@H](NC(=O)C[C@H]1C[C@@H]2c3cc(N(C)C)ccc3O[C@@H]2[C@@H](CO)O1)c1ccccc1,-33.4
COc1ccc2c3c(n(C)c2c1)[C@@H](CO)N(C(=O)NC(C)C)CC31CN(C(C)=O)C1,1.3
O=S(=O)(N[C@H]1CC[C@@H](CCn2cc(-c3cccc(F)c3)nn2)O[C@@H]1CO)c1ccccc1,-0.6
COc1ccc(S(=O)(=O)N[C@@H]2C=C[C@@H](CC(=O)N3CCc4ccccc4C3)O[C@H]2CO)cc1,-0.4
COc1cccc(-c2ccc3c(c2)[C@@H]2[C@@H](CCN2S(=O)(=O)c2ccccc2OC)[C@H](CO)N3)c1,-1.9
CO[C@@H]1CN(C)C(=O)c2ccc(NC(=O)C3CC3)cc2OC[C@@H](C)N(CCC(F)(F)F)C[C@@H]1C,-0.4
CCCC(=O)Nc1ccc2c(c1)OC[C@H](C)N(Cc1cccc(F)c1)C[C@@H](C)[C@@H](OC)CN(C)C2=O,0.2
C[C@H](CO)N1C[C@H](C)[C@H](CN(C)S(=O)(=O)c2ccccc2F)Oc2ncc(C#Cc3cccnc3)cc2C1=O,-1.2
C[C@@H]1CN([C@@H](C)CO)C(=O)c2cccc(NC(=O)c3ccc(-c4nccs4)cc3)c2O[C@@H]1CN(C)S(=O)(=O)c1ccccc1,0.2

# (more compounds)
SMILES,TcdB inh
C[C@H]1CN([C@@H](C)CO)C(=O)c2cccc(NS(=O)(=O)c3cn(C)cn3)c2O[C@@H]1CN(C)C(=O)Nc1ccc(F)cc1,-0.3
Cc1ccccc1-c1ccc2c(c1)O[C@@H](CN(C)C(=O)c1ccccn1)[C@H](C)CN([C@@H](C)CO)S2(=O)=O,2.9
C/C=C/c1ccc([C@H]2[C@@H](CO)N(C(=O)CC)C23CN(S(=O)(=O)CC)C3)cc1,0.4
CO[C@H]1CN(C)C(=O)c2ccc(NC(=O)Nc3ccccc3F)cc2OC[C@@H](C)NC[C@@H]1C,-0.2
CN1[C@@H]2c3ccc(C4=CCCC4)c(=O)n3C[C@H]1[C@H](CO)[C@H]2C(=O)N1CCOCC1,-5.8
CO[C@H]1CN(C)C(=O)c2cc(NC(=O)c3ccccc3F)ccc2OC[C@H](C)N(CC2CC2)C[C@@H]1C,-0.7
CC(C)NC(=O)N(C)C[C@H]1Oc2ccc(NS(=O)(=O)c3cn(C)cn3)cc2CC(=O)N([C@H](C)CO)C[C@@H]1C,0.6
CO[C@H]1CN(C)C(=O)c2ccc(NC(=O)Nc3c(C)noc3C)cc2OC[C@@H](C)N(CCC(F)(F)F)C[C@@H]1C,-14.0
Cc1noc(C)c1NC(=O)N(C)C[C@@H]1Oc2ccc(NC(=O)NC(C)C)cc2CC(=O)N([C@H](C)CO)C[C@@H]1C,0.1
C[C@@H]1CN([C@@H](C)CO)C(=O)c2cc(N(C)C)ccc2O[C@H]1CN(C)C(=O)Nc1cccc2ccccc12,-2.8
CCS(=O)(=O)N1[C@H](C#N)[C@H](c2ccc(C#Cc3ccccc3F)cc2)[C@@H]1CO,0.4
CO[C@H]1CN(C)C(=O)c2cc(NC(C)=O)ccc2OC[C@H](C)N(Cc2cncnc2)C[C@@H]1C,1.2
COc1ccccc1-c1ccc2c(c1)O[C@H](CN(C)S(=O)(=O)c1ccc(F)cc1)[C@H](C)CN([C@H](C)CO)S2(=O)=O,1.6
CN1CCN(C(=O)C[C@H]2C=C[C@@H](NC(=O)c3ccc4c(c3)OCO4)[C@H](CO)O2)CC1,-1.1
Cc1ccccc1-c1ccc([C@@H]2[C@@H](CO)N3CCCCN(C(=O)Nc4ccc(F)cc4)C[C@H]23)cc1,-0.6
C[C@H](CO)N1C[C@H](C)[C@H](CN(C)Cc2ccc(Cl)c(Cl)c2)Oc2ccc(NS(=O)(=O)c3cn(C)cn3)cc2C1=O,1.0
Cc1noc(C)c1NC(=O)N(C)C[C@@H]1Oc2ccc(NC(=O)CCCN(C)C)cc2C(=O)N([C@@H](C)CO)C[C@H]1C,0.2
COc1ccc(NC(=O)N(C)C[C@@H]2Oc3ncc(C#Cc4cccc(F)c4)cc3C(=O)N([C@H](C)CO)C[C@@H]2C)cc1,-0.5
CCC(=O)N[C@H]1C=C[C@@H](CC(=O)NCc2cc(F)cc(F)c2)O[C@H]1CO,0.2
CCCC#Cc1ccc2c(c1)[C@@H]1[C@@H](CCN1C(=O)C1CCCCC1)[C@@H](CO)N2,0.7
COc1ccc(S(=O)(=O)N(C)C[C@@H]2OCCCC[C@@H](C)Oc3ccc(NS(=O)(=O)c4c(C)noc4C)cc3C(=O)N([C@H](C)CO)C[C@@H]2C)cc1,1.8
C/C=C/c1ccc2c(c1)O[C@H](CN(C)C(=O)c1ccc3c(c1)OCO3)[C@H](C)CN([C@H](C)CO)S2(=O)=O,-2.1
CCC(=O)N(C)C[C@@H]1Oc2ncc(/C=C/c3ccccc3)cc2C(=O)N([C@H](C)CO)C[C@H]1C,0.5
O=C(CN1CCOCC1)N[C@@H]1CC[C@@H](CCNC(=O)C2CCC2)O[C@@H]1CO,-6.6
CN1CCN(C(=O)C[C@@H]2C[C@H]3c4cc(NS(C)(=O)=O)ccc4O[C@H]3[C@H](CO)O2)CC1,-1.6
COc1cccc(CNC(=O)C[C@H]2CC[C@@H]3[C@H](COc4ccc(NS(=O)(=O)c5ccccc5F)cc4C(=O)N3C)O2)c1,-1.7
Cc1ccc(S(=O)(=O)Nc2ccc3c(c2)C(=O)N([C@H](C)CO)C[C@@H](C)[C@@H](CN(C)C(=O)NC2CCCCC2)OCCCC[C@@H](C)O3)cc1,-0.2
CN(C)CC(=O)N[C@@H]1CC[C@H](CCNC(=O)C2CCCC2)O[C@H]1CO,-0.6
COCCNC(=O)C[C@H]1C=C[C@@H](NC(=O)NC2CCCC2)[C@@H](CO)O1,0.4
COCC#Cc1ccc2c(c1)O[C@@H](CN(C)Cc1ccc3c(c1)OCO3)[C@@H](C)CN([C@@H](C)CO)S2(=O)=O,-0.2
C[C@@H]1CN([C@H](C)CO)C(=O)c2cc(-c3ccc(F)cc3)cnc2O[C@@H]1CN(C)C(=O)c1cccnc1,0.6
CNC(=O)C[C@@H]1CC[C@@H]2[C@@H](COc3ccc(NS(=O)(=O)c4cccc(F)c4)cc3C(=O)N2C)O1,-1.0
CCS(=O)(=O)Nc1ccc2c(c1)C(=O)N(C)C[C@H](OC)[C@H](C)CN(Cc1nccs1)[C@H](C)CO2,-0.2
C[C@H](CO)N1C[C@H](C)[C@@H](CN(C)Cc2ccccc2)Oc2ccc(NC(=O)C3CCCCC3)cc2CC1=O,1.3
COCC(=O)N(C)C[C@@H]1Oc2cc(C#CC(C)(C)O)ccc2S(=O)(=O)N([C@H](C)CO)C[C@@H]1C,0.3
COc1ccccc1NC(=O)N[C@H]1CC[C@H](CCn2cc(-c3cccnc3)nn2)O[C@@H]1CO,-2.5
CN1CCN(C(=O)C[C@@H]2CC[C@H]3[C@@H](COC[C@@H](O)CN3C(=O)C3CCCC3)O2)CC1,-0.4
COc1ccc(NC(=O)Nc2ccc3c(c2)[C@@H]2C[C@@H](CC(=O)NCc4ccccc4F)O[C@H](CO)[C@@H]2O3)cc1,0.2
C[C@@H]1CN([C@H](C)CO)C(=O)c2cc(C#CCN(C)C)cnc2O[C@@H]1CN(C)Cc1ccccc1F,0.4
